NPYLR7 agonist: activates Aedes aegypti NPYLR7 receptor | activation, % at 10 µM | HEK293T NPYLR7/Galpha15, GCaMP6s calcium fluorescence | actives 0.15% (n = 270,000); in the data active means activation above about 40%;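 further: 0% = vehicle and 100% = reference agonist at the receptor; some compounds past the cut are filed as inactive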
mcGAS lum: inhibitors of mouse cGAS | recombinant cGAS, Kinase-Glo ATP depletion luminescence | inhibition, % at 12.5 µM | actives 0.15% (n = 160,000) | AID 1259399;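 further: 0% = negative control wells and 100% = reference inhibitor with no enzyme activity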
hcGAS lum: blocks human cGAS activity | Q8N884 | recombinant h-cGAS, ATP depletion, Kinase-Glo luminescence | inhibition, % at 12.5 µM | actives 0.081% (n = 290,000) | AID 1259398;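 further: 0% = vehicle reaction and 100% = reaction without DNA for no activity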
Target sequence (Q8N884 whole entry, looked up): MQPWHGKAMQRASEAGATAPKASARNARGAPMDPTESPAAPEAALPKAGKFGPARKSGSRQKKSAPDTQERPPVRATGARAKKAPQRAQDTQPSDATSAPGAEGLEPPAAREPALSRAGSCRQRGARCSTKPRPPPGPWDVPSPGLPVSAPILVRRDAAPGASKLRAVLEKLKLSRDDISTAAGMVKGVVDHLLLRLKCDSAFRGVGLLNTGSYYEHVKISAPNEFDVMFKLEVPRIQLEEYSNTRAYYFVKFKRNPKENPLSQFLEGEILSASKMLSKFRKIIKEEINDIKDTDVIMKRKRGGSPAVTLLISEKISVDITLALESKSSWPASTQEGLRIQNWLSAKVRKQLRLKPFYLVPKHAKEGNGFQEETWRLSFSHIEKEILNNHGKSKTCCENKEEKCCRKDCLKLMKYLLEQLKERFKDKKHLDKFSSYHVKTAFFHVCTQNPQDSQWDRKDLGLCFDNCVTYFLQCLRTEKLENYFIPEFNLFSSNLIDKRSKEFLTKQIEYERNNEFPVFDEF
* = called active by the depositor; . = no result given; & = joins results of further samples. Unless noted, no stated cut-off is given here; in the data, active means inhibition above about 40%; inactive means the rest. Compounds as they come. About 0.29% of those tested had a hit in this group.

molecule	NPYLR7 agonist	mcGAS lum	hcGAS lum
Cc1nn(-c2ccccc2)c(C)c1C(=O)OC(C)C(=O)NC1CCCCC1C (stereo unspecified)	21	-4	-1
CCOC(=O)C1(Cc2ccc(Cl)cc2)CCN(Cc2cccc3nonc23)CC1	2&3	.	6&1
COC(=O)c1cc(NC(=O)c2ccc(Cl)cc2N2CCCC2=O)c(F)cc1F	8	.	-10
CC1CCN(Cc2nnnn2CC(=O)N2CCN(c3ccccn3)CC2)CC1	14	.	-5
Cc1cc(CN2CCN(C(=O)NCc3c(C)noc3C)CC2)no1	10	.	-7
CCCc1cnc(C)nc1N1CCN(Cc2cc(C(C)(C)C)n[nH]2)CC1	19	-7	-6
CN(C)C(CNS(=O)(=O)Cc1ccc(Cl)cc1)c1ccsc1 (stereo unspecified)	11	-6	-7
COC(=O)c1sc(NC(=O)c2c(-c3ccccc3Cl)noc2C)c(C#N)c1C	16	-7	-4
COC(=O)C1=C(C)NC(C)=C(C(=O)OC)C1c1ccc(C)o1	10	-1	12
CCN(CC)S(=O)(=O)c1ccc(C(=O)Nc2ncnc3sccc23)cc1	-19	5	11
Cc1cccc(C2CCCN2C(=O)Cc2coc(-c3ccccc3)n2)c1 (stereo unspecified)	-8	-18	-7
Cc1ccc(C2CCCCN2C(=O)NCC(=O)N(C)C)cc1 (stereo unspecified)	9	-4	1
CCSc1nnc2c(n1)OC(c1ccc3ccccc3c1)Nc1ccccc1-2 (stereo unspecified)	-4	-3	0
CC(C)NC(=S)NN=Cc1cccs1	3	.	-2
Cn1ccnc1CN(Cc1cccc(C(=O)Nc2ccccc2)c1)C1CC1	-1	.	2
CCc1cc2c(CN3CCc4sccc4C3)cc(=O)oc2cc1O	5	-8	0
CCC(CC)=NNC(=O)CN(Cc1ccccc1)S(=O)(=O)c1ccccc1	-2	.	-3
COc1ccc(C(=O)Nc2ccccc2)cc1S(=O)(=O)Nc1cccc(C)c1	-10	-5	-2
C#CCOCC(O)CN(Cc1ccco1)Cc1ccc(C)s1 (stereo unspecified)	17	-5	-3
Cc1nccn1CCC1CCN(c2nccc(CCC(F)(F)F)n2)CC1	0	-12	-5
CCOC(=O)c1cc(Cc2ccccc2)sc1NC(=O)c1cc(C)oc1C	14	-5	-11
Cc1ccc2cccc(OCCNC(=O)c3cn[nH]n3)c2n1	1	2	1
Cc1cc(N2CCN(C)CC2)nc2ccc(NC(=O)Nc3cccs3)cc12	-3	.	-10
O=C1CCCN1CCC1CCN(Cc2cnn3cccnc23)CC1	1	-22	-6
O=c1[nH]c2cc3ccccc3c(=O)n2c2sc3c(c12)CCCC3	7	.	-7
COc1cccc(-c2nc(OCC(C)C)nn2-c2ccc(NC(=O)c3ccccc3F)cc2)c1	12	-3	-8
CCc1nnc(SC(CC)C(=O)NCc2ccco2)c2cc3occc3n12 (stereo unspecified)	2	.	7
O=C(NNc1nc(-c2ccccc2)c2cc(Br)ccc2n1)c1ccccc1Br	-8	-3	4
CCN(Cc1ccoc1)Cc1nc(COC)no1	10	.	-5
Cc1ccnc(Nc2ccc(N3CCN(C(=O)Nc4ccc5c(c4)OCCO5)CC3)nn2)c1	4	.	3
CCCCn1c(=O)c2oc3ccccc3c2n(CC(=O)Nc2ccc(OC)cc2)c1=O	8	-7	-6
CCCOC(=O)C1=C(C)NC2=C(C(=O)CCC2)C1c1ccc(O)c(OC)c1 (stereo unspecified)	5	-3	-4
C=CCN(Cc1ccc(F)cc1)C(=O)c1coc(CN2CCOCC2)c1	0	.	5
Cc1nn(C)c(Cl)c1COC(=O)C(C)Oc1ccccc1C#N (stereo unspecified)	3	-17	-8
COCCNC(=O)c1cc(-c2cccc(OC)c2)nc2cc(C(C)(C)C)nn12	5	-7	-1
C/C(=N\NC(=O)c1cc(-c2cccc([N+](=O)[O-])c2)n[nH]1)c1ccco1	-7	1	0
COc1ccccc1-n1c(Cc2ccccc2)nnc1SCc1ccc(C(=O)Nc2ccc3c(c2)OCO3)cc1	-9	-7	-7
CS(=O)(=O)NCCC1CCCN(Cc2ccc3ccccc3n2)C1 (stereo unspecified)	2	.	-6
COc1ccc(-c2cc(NC=O)c3ncc(-c4ccc(F)cc4)n3c2)cc1OC	-6	-2	-1
CC(CCc1ccccc1)NC(=O)N1CCN(S(=O)(=O)c2ccccc2F)CC1 (stereo unspecified)	3	.	-9
CC(=O)NC(C(=O)N(C)Cc1csc2ccccc12)C1CCCC1 (stereo unspecified)	1	.	-4
COCCN(Cc1cc(C)[nH]n1)CC1CCCN(C2Cc3ccccc3C2)C1 (stereo unspecified)	7	.	-8
Cc1nc(CCC(=O)Nc2ccc(NC(=O)NC(C)C)cc2)cs1	-5	.	-14
CCN1CCc2c(c(CN(CC3CC3)C(=O)Nc3ccccc3)nn2-c2ccccc2)C1	4	.	-4
CCOc1ccc(NC(=O)CN2Cc3ccccc3CC2C(N)=O)cc1 (stereo unspecified)	1	-8	-6
CC(O)c1cc(C(F)(F)F)cc(C(F)(F)F)c1 (stereo unspecified)	11	.	8
CCOC(=O)N1CCN(CC(=O)N2N=C(c3ccc(C)c(C)c3)CC2c2ccccc2Cl)CC1 (stereo unspecified)	21	-4	-3
O=C(NCc1nnc2n1CCCC2)c1cn(-c2ccccc2)nn1	5	.	-1
C=CCn1c2ccc(Br)cc2c2nc3ccccc3nc21	0	.	-3
CCOC(=O)C1CCCCN1C(=O)c1cc(COc2ccc(C)c(C)c2)on1 (stereo unspecified)	8	.	1

Taken from the listing, three compounds:
molecule	NPYLR7 agonist	mcGAS lum	hcGAS lum
O=C(NCc1nnc2n1CCCC2)c1cn(-c2ccccc2)nn1	5	.	-1
C=CCn1c2ccc(Br)cc2c2nc3ccccc3nc21	0	.	-3
CCOC(=O)C1CCCCN1C(=O)c1cc(COc2ccc(C)c(C)c2)on1 (stereo unspecified)	8	.	1

(continued)
molecule	NPYLR7 agonist	mcGAS lum	hcGAS lum
COC(=O)N(C)CCCC(=O)NC1CC1c1ccccc1Cl (stereo unspecified)	12	.	-11
COc1ccc(C(=O)NCC2CCCCC2)cc1F	-1	.	10
COc1ccc(CNC(=O)c2cccnc2N2CCCC2)cn1	7	.	-17
CC=Cc1ccc(OC2OC(CO)C(O)C(O)C2NC(C)=O)c(OC)c1 (stereo unspecified)	-1	-2	16
Cc1cnc(-n2cnnc2)c(-c2cc3ccccc3o2)c1	21	-8	-1
Cc1ccc2nc(-c3ccc(C(F)(F)F)cc3)c(NC(C)(C)CC(C)(C)C)n2c1	-4	-7	-8
CCCCC(CC)C(=O)N1CCC(N2CCC(C(=O)N3CCN(CC)CC3)CC2)CC1 (stereo unspecified)	.	-4	-3
COCCCN(CC(=O)N(Cc1ccccc1)Cc1ccco1)S(=O)(=O)c1ccc([N+](=O)[O-])cc1	-3	-5	-12
CCCNc1nc(SC)nc2c1cnn2CCNC(=O)COc1ccc(Cl)cc1	.	0	0
CC1=C(NC(=O)c2ccccc2)C(c2c[nH]c3ccccc23)n2ncnc2N1 (stereo unspecified)	0	.	-4
Cc1ccc(CNC(=O)CSc2nc(=O)n(CCO)c3c2CCCC3)cc1	-7	-7	-6
O=C1CC(N2CCCC2)C(=O)N1c1ccc(F)cc1 (stereo unspecified)	-2	-2	0
O=C1Nc2ccc(S(=O)(=O)O)cc2C1=O	4	-3	-2
CC(C)n1cc(C(=O)N2CCN(C(=O)c3cccs3)CC2)c2nn(-c3ccccc3)c(=O)c-2c1	-7	-8	-8
CSc1ccc(-c2nc(Cn3ccnc3)c(C)o2)cc1	3	.	-6
Cc1ccc(-c2cc(C(N)=O)ccn2)c(-n2nc(C)cc2C)c1	3	-16	-1
CCOC(=O)CN1C(=O)CN(C(=O)NC(=O)OCC)CCC(OC)c2ccccc21 (stereo unspecified)	3	-5	0
COc1ccc(-c2nn3c(C)cc(C)nc3c2C)cc1OC	2	-7	-1
CC(C)c1nc(NC(=O)c2[nH]ncc2Br)n(C)n1	85*	.	49*
O=c1ccn(Cc2nnc(SC/C(=N\O)c3ccccc3Cl)o2)c(=O)[nH]1	-2	-4	0
Cc1nc2c(C)cccn2c(=O)c1NC(=O)C1CCCC1	6	.	-15
O=C(Cn1nnnc1CN1CCCC1)N1CCN(C/C=C/c2ccccc2)CC1	-1	-2	-11
COc1ccc(Nc2cc3sc4cc(C)ccc4[nH]c3c3c(=O)c4ccccc4c(=O)c23)cc1	-2	.	-4
COc1ccc(OCCSc2nc3ccccc3[nH]2)cc1	-2	-5	-2
COc1ccc(CCN2CC3=C(C2=O)C(c2ccc(C)cc2C)NC(=O)N3C)cc1OC (stereo unspecified)	-7	2	5
O=C(CCCCCCC(=O)Nc1cccnc1)NO	6	-6	-2
Cn1cc(C(=O)Nc2nccs2)c2nn(-c3ccccc3)c(=O)c-2c1	13	-6	-2
COc1ccc(-n2cnn(CN3CCN(c4cccc(C)c4C)CC3)c2=S)cc1	-3	-6	-6
CCc1nc2c(OCC(=O)c3ccc(F)cc3)cccn2c1N(C)C(=O)COc1ccccc1	-2	-1	-2
C=CCNC(=O)c1ccccc1NC(=O)CN(c1cccc(Cl)c1)S(C)(=O)=O	6	.	-2
COc1ccc(N(C)S(=O)(=O)c2ccc(OC)c(N3CCN(C(=O)c4cc5ccccc5s4)CC3)c2)cc1	1	-7	-4
COc1cc(OC)cc(C2=NC3(CCCCC3)NC2=S)c1	-4	.	-6
COc1ccc(C(C2Sc3nc(C)nn3C2=O)N2CCC(C)CC2)cc1 (stereo unspecified)	2	.	-8
COc1ccc(O)c(CN2CCOCC(CN(C)C)C2)c1 (stereo unspecified)	8	-10	-6
Cc1cc(C)cc(C(=O)N(C)C2(C)CCS(=O)(=O)C2)c1 (stereo unspecified)	16	.	-3
CC1=CC[C@@H]2CN(C(=O)c3ccc(-c4ccn[nH]4)cc3)C[C@@H]2C1	3	-6	2
COc1ccc(NC(=O)Cn2c(=O)n(-c3ccc(Cl)c(Cl)c3)c(=O)c3ccccc32)cc1	5	-5	3
CC(OC(=O)Cn1cnc2c1c(=O)n(C)c(=O)n2C)C(=O)Nc1ccc(F)cc1 (stereo unspecified)	6	-7	-6
Cc1ccc(Cl)c(C(=O)N2CCC(n3c(Cc4ccccc4)nc4ccccc43)CC2)c1	2	-2	-1
COc1ccccc1Nc1nc2sc(C(=O)N3CC(C)OC(C)C3)cc2s1 (stereo unspecified)	-2	.	-7
O=[N+]([O-])c1ccc(-c2nnc(SCc3cccc(F)c3F)n2-c2ccccc2)cc1	.	-9	-3
O=C(O)CCC(=O)OC[C@@H](NC(=O)C(Cl)Cl)[C@H](O)c1ccc([N+](=O)[O-])cc1	-5&14	.	-3&0
Nc1nc2c(s1)CN(C(=O)CCc1c[nH]c3ccccc13)CC2	.	-12	-8
CC(C)(C)CC(C)(C)NC1=NCCNC12CCNCC2	.	-4	-4
COc1ccc(CN(Cc2ccco2)Cc2ccc(C(O)(c3cccc(F)c3)c3cccc(F)c3)o2)cc1OC	2	-5	0
NC(=O)CSc1ccc(NC(=O)c2ccccc2F)nn1	1	.	9
Cn1c(=O)c2c(-c3ccccc3)n(C3CCCCC3)cc2n(C)c1=O	-10	.	-4
CCOc1nn(CC)cc1-c1nnc(SCC(=O)NC(C)(C)C)n1C	9	-9	-4
CCc1ccccc1SCc1csc(Cc2ccc(C)cc2)n1	1	-7	-5
O=c1c2cnc3ncnn3c2ccn1CCCO	3	.	-8

Other results.
molecule	NPYLR7 agonist	mcGAS lum	hcGAS lum
CC(C)c1ccc(Nc2nccc3[nH]c(-c4ccccc4)nc23)cc1	-3	-8	-7
CCOC(=O)C1CCN(C(=O)c2cc(-c3ccccc3OC)nc3cc(-c4ccccc4)nn23)CC1	17	-6	-1
O=C(c1ccc(-c2cc(-c3cccc4c3OCCO4)[nH]n2)cc1)N1CCc2ccccc2C1	31	-6	-3
Cc1ccccc1-c1nccn1CCCN1CCOCC1	0	.	-3
COc1ccc(S(=O)(=O)Nc2cc(S(=O)(=O)N3CCOCC3)ccc2OC)cc1	1	.	-7
O=C(N[C@H]1CCC[C@@H]1OCc1ccccc1)c1ccc(-c2cc(-c3cccc(C(F)(F)F)c3)n[nH]2)cc1	24	-7	-4

Reformatted: entries from further up.
Value order: NPYLR7 agonist	mcGAS lum	hcGAS lum
> CCOC(=O)C1CCN(C(=O)c2cc(-c3ccccc3OC)nc3cc(-c4ccccc4)nn23)CC1
    17	-6	-1
> O=C(c1ccc(-c2cc(-c3cccc4c3OCCO4)[nH]n2)cc1)N1CCc2ccccc2C1
    31	-6	-3
> Cc1ccccc1-c1nccn1CCCN1CCOCC1
    0	.	-3
> COc1ccc(S(=O)(=O)Nc2cc(S(=O)(=O)N3CCOCC3)ccc2OC)cc1
    1	.	-7
